MC4R antag cAMP: MC4R antagonists of cAMP signaling, primary screen, cell-based, TR-FRET, antagonist arm of biased-ligand search. Melanocortin receptor 4 (Homo sapiens), P32245. MC4R-expressing cells, MTII-stimulated cAMP, LANCE TR-FRET. inhibition, % at 6.5 µM. hit rate 0.48% among 360,000. AID 540295, 2011;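 active means inhibition above its plate's cutoff, the mean of tested wells on that plate plus 3 SD, cut at about 29% in these data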;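 further: 0% = Melanotan II alone and 100% = Melanotan II plus saturating MCL0020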
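Test system: U2OS cells stably expressing human melanocortin 4 receptor (MC4R); also added: Melanotan II challenge; compound: 6.5 µM single dose; timing: 30-min compound preincubation, 1-h Melanotan II challenge, 1-h detection, room temperature; signal: Eu-cAMP/anti-cAMP TR-FRET, emission 671 nm; repeats: one well per compound, no replicates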
ABHD5 PLIN5 PPI: ABHD5-PLIN5 interaction inhibitors, primary screen, cell lysate, split luciferase complementation, luminescence | Perilipin-5 (Homo sapiens) + 1-acylglycerol-3-phosphate O-acyltransferase ABHD5 (Homo … | Split G. princeps luciferase complementation, 4 h | inhibition, % at 4 µM | hit rate 0.78% among 360,000;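 active means inhibition above the mean inhibition across every tested compound plus 3 SD, cut at about 22% in these data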;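 further: 0% = DMSO only wells and the 100% control is not disclosed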
Target sequence (Q00G26 whole entry, looked up): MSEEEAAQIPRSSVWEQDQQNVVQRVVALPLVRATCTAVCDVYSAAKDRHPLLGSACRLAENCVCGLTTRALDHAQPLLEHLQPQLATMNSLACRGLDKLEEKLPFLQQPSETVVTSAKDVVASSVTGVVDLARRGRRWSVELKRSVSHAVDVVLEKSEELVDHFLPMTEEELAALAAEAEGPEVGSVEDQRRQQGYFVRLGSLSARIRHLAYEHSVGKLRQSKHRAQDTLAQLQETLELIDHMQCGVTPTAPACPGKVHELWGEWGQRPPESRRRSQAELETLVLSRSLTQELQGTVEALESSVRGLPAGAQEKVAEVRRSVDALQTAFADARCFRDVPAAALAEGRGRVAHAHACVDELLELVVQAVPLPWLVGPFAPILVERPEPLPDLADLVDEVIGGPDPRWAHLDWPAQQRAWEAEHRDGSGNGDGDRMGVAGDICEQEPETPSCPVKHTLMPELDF
Target sequence (Q8WTS1 whole entry, looked up): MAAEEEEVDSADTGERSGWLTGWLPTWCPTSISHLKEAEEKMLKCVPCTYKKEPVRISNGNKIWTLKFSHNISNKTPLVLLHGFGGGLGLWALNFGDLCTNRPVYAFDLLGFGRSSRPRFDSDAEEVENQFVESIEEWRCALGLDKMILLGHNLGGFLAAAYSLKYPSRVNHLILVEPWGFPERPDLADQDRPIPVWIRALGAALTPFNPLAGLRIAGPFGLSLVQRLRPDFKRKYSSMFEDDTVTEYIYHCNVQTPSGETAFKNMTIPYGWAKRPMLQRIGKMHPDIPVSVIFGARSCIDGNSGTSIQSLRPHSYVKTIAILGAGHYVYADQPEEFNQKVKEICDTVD
TLR9-MyD88 block: inhibitors of TLR9-MyD88 association in cells, primary screen, cell-based, CHO, BLA complementation, fluorescence; Toll-like receptor 9 (Homo sapiens) + Myeloid differentiation primary response protein …; CCF4 FRET ratio; inhibition, % at 4.98 µM; hit rate 0.21% among 340,000; AID 504734, 2011;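 active means inhibition above the mean over all tested compounds plus 3 SD, cut at about 21% in these data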;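 further: 0% = DMSO only wells and 100% = clavulanate BLA inhibitor control wells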
Exocytosis inh: LAMP-1 surface exposure blockers, TALL-104 cells – cell-based, flow cytometry, MLPCN library, primary screen; hit rate 0.66% among 360,000; TALL-104 LAMP-1 surface exposure; cells stimulated with thapsigargin and PMA; inhibition, % at 10 µM;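 active means inhibition above about 55%, limit read from the data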
Vif imaging: HIV Vif self-association inhibitors, primary screen, imaging, HEK293T, single point | hit rate 0.35% among 340,000 | HEK293T cells, Vif self-association by quenched fluorescence, 24 h | inhibition, % at 7.49 µM; in the data active means inhibition above about 50%, passing the limit was not always enough; further: some results filed as inactive read as strong as hits
aDG glyco up: activators of alpha-DG glycosylation, primary screen, uHTS, Pro5-aDG cells, AlphaScreen. alpha-DG glycosylation AlphaScreen (IIH6); 0% Pro5, 100% B10-LARGE cell signal. hit rate 0.22% among 360,000. activation, % at 10 µM;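 active means activation of at least 8% versus controls, or a plate z-score of at least 8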;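 further: Pro5 are CHO cells carrying HIG-tagged alpha-DG that lacks glycosylation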
N-glyco inh: increase of ERlucT glycosylation luciferase signal, primary screen, N-linked glycosylation inhibitor project, D54 ERlucT cells, luminescence, set 2; reporter increase, % at 12.5 µM; hit rate 0.23% among 360,000; D54 ERlucT glycosylation luciferase reporter, 24 h; percent of 100 nM tunicamycin response;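 active means mean luciferase reporter signal, scaled so untreated is 0 and the glycosylation-blocking control 100, at or above a set limit in every replicate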;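 further: luciferase carries N-glycosylation sites so blocking glycosylation raises the light; 0% = median of neutral control wells and 100% = median of 100 nM tunicamycin wells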
ABCB6 inh MLPCN: ABCB6 transporter inhibitors, primary screen, K562-ABCB6 cells, flow cytometry, MLPCN library | K562-ABCB6 porphyrin accumulation, 1 h; stronger effect = lower value | fluorescence ratio to DMSO, % at 10 µM | ATP-binding cassette sub-family B member 6 (Homo sapiens), Q9NP58 | hit rate 0.19% among 360,000;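 active means fluorescence ratio to DMSO below 75%, the collection mean minus 3 SD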;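 further: signal is porphyrin accumulated inside mitochondria; 100% equals median channel fluorescence of DMSO control wells; lower ratio means ABCB6 inhibition with less porphyrin fluorescence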
NOD2 RIPK2 PPI: NOD2-RIPK2 binding disruptors in cells, primary screen, fluorescence, CHO cells, BLA complementation; Receptor-interacting serine/threonine-protein kinase 2 (Homo sapiens), O43353; inhibition, % at 4.98 µM; AID 624267, 2012; hit rate 0.38% among 360,000; CCF4 ratio; in the data active means inhibition above about 21%;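 further: 0% = vehicle only and 100% = reference blocker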
MC4R ag barr: MC4R agonists recruiting beta-arrestin, primary screen, cell-based, luminescence, agonist arm of biased-ligand search; hit rate 0.98% among 360,000; AID 540308, 2011; U2OS MC4R beta-arrestin complementation; percent of melanotan II response, DMSO zero; activation, % at 8.9 µM;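 active means activation above a per-plate cutoff, the mean activation of sample wells on that plate plus 3 SD, cut at about 8% in these data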
Active calls of the source: *; / = not tested or not shown. The list is partial. The share of hits here may be higher or lower than overall.

The first 7 records as a preview:
MC4R antag cAMP,ABHD5 PLIN5 PPI,TLR9-MyD88 block,Exocytosis inh,Vif imaging,aDG glyco up,N-glyco inh,ABCB6 inh MLPCN,NOD2 RIPK2 PPI,MC4R ag barr,SMILES
16,2,-18,1,-4,-0.2,1,99,-8,2.1,CCCN(CCC)C(=O)C1CC(=O)OC12CCOC(C)(C)C2 (configuration not stated)
8,10,-3,-3,-12,0.0,-3,104,4,-0.4,COc1ccc(C(CNC(=O)COc2cccc(C(F)(F)F)c2)N2CCCC2)cc1 (configuration not stated)
11,-5,-8,-9,13,-0.2,-2,94,3,0.5,Cc1nn(C(C)C(=O)NC2CCCCC2)c(=O)c2nn(-c3ccccc3)c(C)c12 (configuration not stated)
8,-1,-3,0,/,-0.1,3,115,5,-3.6,O=c1c2c3nc4ccccc4nc3n(-c3ccc4c(c3)OCCO4)c2ncn1C1CCCC1
7,6,-3,-1,1,-0.2,1,89,-15,1.0,Cc1cccc(N2CCN(C(=O)c3cc(S(=O)(=O)N4CCOCC4)cn3C)CC2C)c1 (configuration not stated)
1,-2,1,1,7,-0.1,2,106,8,-1.6,COC(=O)CC1SC(=O)NC1=Nc1cccc(C)c1 (configuration not stated)
-2,2,-8,3,2,0.1,1,112,2,-0.4,Cc1cccc(OCCCN2CCCCCC2)c1

The whole of this part, repeating the preview:
MC4R antag cAMP,ABHD5 PLIN5 PPI,TLR9-MyD88 block,Exocytosis inh,Vif imaging,aDG glyco up,N-glyco inh,ABCB6 inh MLPCN,NOD2 RIPK2 PPI,MC4R ag barr,SMILES
16,2,-18,1,-4,-0.2,1,99,-8,2.1,CCCN(CCC)C(=O)C1CC(=O)OC12CCOC(C)(C)C2 (configuration not stated)
8,10,-3,-3,-12,0.0,-3,104,4,-0.4,COc1ccc(C(CNC(=O)COc2cccc(C(F)(F)F)c2)N2CCCC2)cc1 (configuration not stated)
11,-5,-8,-9,13,-0.2,-2,94,3,0.5,Cc1nn(C(C)C(=O)NC2CCCCC2)c(=O)c2nn(-c3ccccc3)c(C)c12 (configuration not stated)
8,-1,-3,0,/,-0.1,3,115,5,-3.6,O=c1c2c3nc4ccccc4nc3n(-c3ccc4c(c3)OCCO4)c2ncn1C1CCCC1
7,6,-3,-1,1,-0.2,1,89,-15,1.0,Cc1cccc(N2CCN(C(=O)c3cc(S(=O)(=O)N4CCOCC4)cn3C)CC2C)c1 (configuration not stated)
1,-2,1,1,7,-0.1,2,106,8,-1.6,COC(=O)CC1SC(=O)NC1=Nc1cccc(C)c1 (configuration not stated)
-2,2,-8,3,2,0.1,1,112,2,-0.4,Cc1cccc(OCCCN2CCCCCC2)c1
1,-8,-2,4,6,0.1,1,96,1,0.2,Cn1c(SCC(=O)N2CCCCC2)nc2c(c1=O)SCC2
3,2,2,-5,-9,-0.1,3,101,-4,-1.1,COc1ccc2oc(=O)c(C(=O)NCc3cccnc3)cc2c1
-3,6,13,-6,32,0.3,-2,72*,-4,4.0,O=C(C1CCN(S(=O)(=O)c2c(Cl)cccc2Cl)CC1)N1CCCCCCC1
-3,9,-11,1,-3,0.2,6,98,-14,-1.0,C=C(C)C(=O)Nc1cccc(C2=NOC3(C2)C[C@@H](C(N)=O)N(C(=O)CC(c2ccccc2)c2ccccc2)C3)c1 (some centres not stated)
8,4,9,2,-2,0.4,-1,97,2,1.0,N#Cc1ccc(OCC(=O)NCC2(N3CCCCC3)CCCCC2)cc1
3,6,-4,-3,4,0.1,2,98,1,0.3,COC(=O)[C@H](CC(C)C)NS(=O)(=O)c1ccccc1
10,-7,-3,-4,-16,0.2,1,96,1,0.9,COc1ccccc1S(=O)(=O)N(C)C[C@@H]1OCc2cnnn2CCCC(=O)N([C@H](C)CO)C[C@@H]1C
-3,-6,-10,2,/,0.0,-3,99,0,-1.5,O=C(NCc1ccc(Cl)cc1)C(=O)NCC1OCCN1S(=O)(=O)c1cc(F)ccc1F (configuration not stated)
11,-2,0,-2,-11,-0.1,5,98,-2,1.0,Cc1nn(C)cc1NC(=O)CC12CC3CC(CC(C3)C1)C2
11,1,/,-2,2,-0.1,-1,98,1,0.4,N#Cc1ccc(C(=O)N2CCCCC2c2cc(C(=O)Nc3ccc4c(c3)OCO4)no2)cc1 (configuration not stated)
7,-1,-9,1,-16,0.9,-3,98,-9,-1.9,COc1ccccc1N(C)S(=O)(=O)c1ccc(Cl)c(C(=O)Nc2ccncc2)c1
3,0,-11,-6,-4,0.3,-12,97,-1,2.6,CCc1ccc2c(CN(C)Cc3ccccc3OC)cc(=O)oc2c1
-5,-4,-2,4,14,0.1,1,94,-4,-1.6,O=C(NCCCN1CCOCC1)c1onc(CSc2ccccn2)c1C(=O)NCCCN1CCOCC1
0,3,0,5,3,-0.3,9,93,0,-4.4,Cc1nnc2sc(SCc3ccc(Cl)cc3)nn2c1=O
8,-7,4,5,26,-0.2,2,98,3,0.8,O=C(CSc1nccc(=O)[nH]1)Nc1ccc(F)c(Cl)c1
-1,-1,2,-1,12,0.0,3,97,-1,-0.6,C/C=C/COc1nc2c(c(=O)n(C)c(=O)n2C)n1C
5,4,6,1,0,0.2,-1,97,5,-2.4,Cn1c(=O)n(Cc2ccccc2)c(=O)c2c1nc1n2CCCN1Cc1ccccc1
10,1,11,-8,-8,-0.1,-4,93,-5,0.1,Cc1cc(O)c2c(CN3CCN(Cc4ccccc4)CC3)cc(=O)oc2c1
9,-4,/,3,-10,0.6,1,96,-1,-0.3,CC(O)(c1ccccc1)c1nc(-c2ccncc2)cs1 (configuration not stated)
-1,7,-1,0,-1,0.4,2,95,-3,0.4,O=C(c1ccco1)N1CCN(C(=O)c2cnn(-c3ccc(F)cc3)c2-n2cccc2)CC1
-1,-3,0,-3,-4,0.4,-1,105,-11,0.6,O=C1c2ccccc2C(=O)N1CCOc1ccccc1Cl
/,42*,/,-10,/,-0.1,/,/,-15,/,COc1ccc(NC(=O)C(c2ccc(OC)cc2)n2c(=O)c(-c3ccco3)nc3ccccc32)cc1 (configuration not stated)
5,-3,-2,-2,5,0.0,1,106,6,-2.5,CCCCOCC(O)CCc1n[nH]c(=S)n1-c1ccccc1 (configuration not stated)

Full records from above.
C=C(C)C(=O)Nc1cccc(C2=NOC3(C2)C[C@@H](C(N)=O)N(C(=O)CC(c2ccccc2)c2ccccc2)C3)c1 (some centres not stated) in the list: MC4R antag cAMP = -3; ABHD5 PLIN5 PPI = 9; TLR9-MyD88 block = -11; Exocytosis inh = 1; Vif imaging = -3; aDG glyco up = 0.2; N-glyco inh = 6; ABCB6 inh MLPCN = 98; NOD2 RIPK2 PPI = -14; MC4R ag barr = -1.0
COC(=O)[C@H](CC(C)C)NS(=O)(=O)c1ccccc1 in the list: MC4R antag cAMP = 3; ABHD5 PLIN5 PPI = 6; TLR9-MyD88 block = -4; Exocytosis inh = -3; Vif imaging = 4; aDG glyco up = 0.1; N-glyco inh = 2; ABCB6 inh MLPCN = 98; NOD2 RIPK2 PPI = 1; MC4R ag barr = 0.3

Further records:
MC4R antag cAMP,ABHD5 PLIN5 PPI,TLR9-MyD88 block,Exocytosis inh,Vif imaging,aDG glyco up,N-glyco inh,ABCB6 inh MLPCN,NOD2 RIPK2 PPI,MC4R ag barr,SMILES
18,-1,1,1,-2,0.0,-8,127,1,-0.2,COCCCNC(=O)c1ccc(Cn2c(=O)c3ccccc3n(Cc3ccccc3C#N)c2=O)cc1
7,4,3,-2,19,0.1,-6,96,-2,-1.0,O=C(Nc1ccc2ccccc2c1)c1cccnc1
3,3,3,2,5,-0.1,2,99,-3,-0.9,O=C(NCCCn1ccnc1)c1ccco1
0,2,-2,-6,31,0.0,-1,91,-4,-2.5,Cc1nn2c(-c3ccc(Cl)cc3Cl)nnc2s1
9,-9,10,0,-4,0.4,-2,96,-3,-0.9,COC(=O)c1ccc(CSc2nnc(-c3c[nH]c4ccccc34)n2-c2ccccc2)cc1
-8,-3,-5,2,0,0.3,9,97,7,-0.4,O=c1cc(CNc2cc(C(F)(F)F)cc(C(F)(F)F)c2)nc2sccn12
/,-1,/,2,/,0.1,/,123,-14,/,Nc1[nH]c(C(=O)c2ccccc2)c(-c2ccc(Cl)cc2Cl)c1C(=O)c1ccc(Cl)c(Cl)c1
8,0,-9,0,12,0.3,-1,98,-3,0.3,Cc1ccc(S(=O)(=O)N2CCOCC2)cc1C(=O)Nc1cc(S(=O)(=O)N2CCCCC2)ccc1O
11,1,-6,-3,0,0.2,-1,89,6,1.6,Cc1ccc(CS(=O)(=O)Cc2ccc(C(=O)NCc3cccs3)o2)cc1
-7,-12,-6,4,-16,0.8,-4,95,-1,0.2,CCCCCc1cc(O)c2c(C)cc(=O)oc2c1
3,1,-6,-3,0,0.6,4,101,-5,-1.4,COc1cc(NC(=O)c2ccccc2)c(OC)cc1Cl
16,-53,-4,-3,4,0.0,-2,97,-2,1.1,Cc1cccc(COCC(Cc2ccccc2)N2CCN(C(=O)c3cc(Cl)cc(Cl)c3)CCC2=O)c1 (configuration not stated)
13,-5,-13,-2,4,0.0,0,88,-10,-1.2,Nc1c(C(=O)NCCc2ccccc2)nnn1Cc1ccc(Br)cc1F
11,-2,11,-4,-5,0.6,-2,94,-5,0.5,Cc1cc(C)nc(SCC(=O)Nc2cccc(S(=O)(=O)N(C)C)c2)n1
6,-6,-2,6,-10,1.2,-4,87,-1,-0.9,COc1ccc(CCNc2oc(COc3ccccc3F)nc2C#N)cc1OC
3,-4,3,4,1,0.1,-4,93,-3,-1.2,CC1=NN(/C(=N\c2nnc(C)s2)Nc2ccc(C)cc2)[C@H](c2ccc(C)cc2)S1
-10,-3,-9,3,6,-0.7,0,103,11,2.9,CCOc1cc(/C=N/NC(N)=O)cc(Br)c1OCC(=O)Nc1cccc2ccccc12
15,3,-12,-2,-2,-0.4,-14,94,-8,0.3,C/C(=N\NC(=O)c1ccc(OC2OCCOC2Oc2ccc(C(=O)N/N=C(\C)c3ccncc3)cc2)cc1)c1ccncc1 (configuration not stated)
9,0,-3,-1,-5,0.2,-11,94,-10,-0.9,O=C(CSc1nc(-c2ccccc2)c(-c2ccccc2)o1)N1CCCCC1
-5,-6,0,-3,-4,0.1,0,94,-4,1.2,COc1ccc(/C=N/N2CCOCC2)cc1COc1ccc(Cl)cc1

Source: PubChem BioAssay
